# Exocytosis inh – lytic granule exocytosis inhibition; TALL-104 LAMP-1 surface exposure, flow cytometry; cells stimulated with thapsigargin and PMA; inhibition, % at 10 µM; AID 651702; hit rate 0.66% among 360,000;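 active = inhibition above about 55%, limit read from the data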
# TLR9-MyD88 inh – blocks human TLR9 binding to MyD88. AID 504734. hit rate 0.21% among 340,000. CHO BLA complementation TLR9-MyD88, CCF4 FRET ratio. Q9NR96+Q99836. inhibition, % at 4.98 µM;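 active = inhibition above the mean over all tested compounds plus 3 SD, cut at about 21% in these data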;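 note: 0% = DMSO only wells and 100% = clavulanate BLA inhibitor control wells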
# NCOA3 inh – inhibits human SRC3 coactivator. inhibition, % at 3.6 µM. Q9Y6Q9. HEK293 GAL4-SRC3 luciferase reporter, luminescence. hit rate 0.17% among 360,000;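 active = inhibition above a per-campaign cutoff, the mean of all compounds plus 3 SD, cut at about 60% in these data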;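 note: 0% = DMSO-treated cells and 100% = gossypol-treated cells at 36 µM; higher means less SRC3-driven luciferase light from the GAL4 reporter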
# NR2F2 inh – inhibitors of human COUP-TFII (NR2F2); P24468; HEK293T NGFI-A luciferase reporter, luminescence; inhibition, % at 8.6 µM; hit rate 0.7% among 370,000;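 active = inhibition above a per-plate cutoff, mean inhibition of test wells between control levels plus 3 SD, cut at about 38% in these data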;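 note: cells cotransfected with COUP-TFII expression vector driving the NGFI-A reporter; 0% = median of COUP-TF2 test wells and 100% = reporter-only cells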
# NCOA2 inhibitor – inhibits human steroid receptor coactivator 2. HEK293 GAL4-SRC2 luciferase reporter, luminescence. hit rate 0.17% among 370,000. inhibition, % at 9 µM;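 active = inhibition above the mean inhibition of all tested compounds plus 3 SD, set per campaign, cut at about 52% in these data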;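 note: 0% = DMSO treated cells and 100% = cells given Gossypol at 36 µM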
# Target sequence (Q15596 whole entry, looked up, the tested form may be a part): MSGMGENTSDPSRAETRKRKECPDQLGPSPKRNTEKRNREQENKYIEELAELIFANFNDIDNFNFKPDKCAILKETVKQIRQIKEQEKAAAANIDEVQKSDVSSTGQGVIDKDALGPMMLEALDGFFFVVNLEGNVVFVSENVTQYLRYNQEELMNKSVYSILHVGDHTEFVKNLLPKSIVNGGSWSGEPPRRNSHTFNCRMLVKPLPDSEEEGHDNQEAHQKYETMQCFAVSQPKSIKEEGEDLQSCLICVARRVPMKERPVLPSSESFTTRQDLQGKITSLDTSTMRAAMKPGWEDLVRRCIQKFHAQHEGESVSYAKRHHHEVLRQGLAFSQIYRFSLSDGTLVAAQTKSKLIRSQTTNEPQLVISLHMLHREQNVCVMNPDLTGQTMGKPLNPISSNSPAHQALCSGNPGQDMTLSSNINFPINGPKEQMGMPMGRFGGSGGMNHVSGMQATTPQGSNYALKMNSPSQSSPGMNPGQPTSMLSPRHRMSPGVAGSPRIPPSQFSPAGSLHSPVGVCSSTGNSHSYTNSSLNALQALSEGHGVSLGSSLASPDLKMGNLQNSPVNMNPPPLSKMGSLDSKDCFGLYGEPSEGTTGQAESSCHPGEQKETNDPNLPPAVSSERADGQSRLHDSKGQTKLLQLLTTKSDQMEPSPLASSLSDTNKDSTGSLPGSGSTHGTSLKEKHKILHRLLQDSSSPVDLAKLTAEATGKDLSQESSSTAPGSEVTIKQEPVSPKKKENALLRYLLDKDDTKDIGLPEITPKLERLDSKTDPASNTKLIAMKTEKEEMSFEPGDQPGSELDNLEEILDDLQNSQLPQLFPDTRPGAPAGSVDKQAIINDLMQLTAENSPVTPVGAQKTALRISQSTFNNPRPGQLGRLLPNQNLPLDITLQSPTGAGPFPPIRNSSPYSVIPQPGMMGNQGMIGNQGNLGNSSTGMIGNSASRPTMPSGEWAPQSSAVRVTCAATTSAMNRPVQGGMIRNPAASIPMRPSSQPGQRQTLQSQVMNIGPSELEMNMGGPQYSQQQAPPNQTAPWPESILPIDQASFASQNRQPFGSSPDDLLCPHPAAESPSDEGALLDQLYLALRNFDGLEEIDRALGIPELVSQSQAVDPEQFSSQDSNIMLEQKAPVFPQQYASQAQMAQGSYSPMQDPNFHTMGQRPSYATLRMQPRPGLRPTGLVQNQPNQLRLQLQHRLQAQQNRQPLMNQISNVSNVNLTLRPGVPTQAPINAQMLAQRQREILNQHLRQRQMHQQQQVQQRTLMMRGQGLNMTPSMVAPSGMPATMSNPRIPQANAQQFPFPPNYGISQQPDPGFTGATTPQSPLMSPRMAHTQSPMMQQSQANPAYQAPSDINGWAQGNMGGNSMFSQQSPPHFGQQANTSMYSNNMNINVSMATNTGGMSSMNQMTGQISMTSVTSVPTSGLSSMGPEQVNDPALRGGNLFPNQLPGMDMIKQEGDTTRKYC
# SRC1 inh – inhibits human SRC1 coactivator. Q15788. HEK293 GAL4-SRC1 luciferase reporter, luminescence. inhibition, % at 3.6 µM. hit rate 0.12% among 360,000. AID 588354;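 active = inhibition above the campaign mean plus 3 SD, with each screening campaign given its own cutoff, cut at about 60% in these data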;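 note: 0% = DMSO treated cells and 100% = gossypol at 36 µM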
# TWEAK-Fn14 inh – TWEAK-Fn14 signaling inhibition; TWEAK-stimulated Fn14 reporter cells, luciferase luminescence, 8 h; inhibition, % at 10 µM; hit rate 2% among 360,000; AID 1159606; in the data active = inhibition above about 50%
# TROY signal inh – blocks TROY-dependent signaling in reporter cells; Q293 LMP1-TROYcd NF-kB luciferase reporter, 4 h; hit rate 0.98% among 360,000; inhibition, % at 10 µM; AID 1347056;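 active = compounds whose plate-normalised and pattern-corrected inhibition of the luciferase reporter signal at the single screening dose is 50% or more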
# ABHD5-PLIN5 inh – blocks binding of human ABHD5 to perilipin-5 | AID 602281 | hit rate 0.78% among 360,000 | Q00G26+Q8WTS1 | Split G. princeps luciferase complementation, luminescence, 4 h | inhibition, % at 4 µM;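 active = inhibition above the mean inhibition across every tested compound plus 3 SD, cut at about 22% in these data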;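 note: 0% = DMSO only wells and the 100% control is not disclosed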
# NOD2 RIPK2 PPI – inhibitors of human NOD2-RIPK2 interaction | O43353 | CHO BLA complementation NOD2-RIPK2, CCF4 ratio | inhibition, % at 4.98 µM | hit rate 0.38% among 360,000 | AID 624267; in the data active = inhibition above about 21%;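 note: 0% = vehicle only and 100% = reference blocker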
# LRH-1 inv ag – inverse agonists of human LRH-1 (NR5A2); O00482; HEK293T StAR-luciferase reporter, LRH-1 transfected, 24 h; inhibition, % at 3.6 µM; hit rate 0.13% among 360,000;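 active = inhibition above the mean inhibition of all tested compounds plus 3 SD, cut at about 73% in these data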;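 note: 0% = DMSO wells and 100% = reporter-only cells lacking LRH-1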
# * = called active by the depositor; x = not tested or not shown.
SMILES,Exocytosis inh,TLR9-MyD88 inh,NCOA3 inh,NR2F2 inh,NCOA2 inhibitor,SRC1 inh,TWEAK-Fn14 inh,TROY signal inh,ABHD5-PLIN5 inh,NOD2 RIPK2 PPI,LRH-1 inv ag
COc1ccc(S(=O)(=O)Cc2ccc(C(=O)NC3CCCCC3)o2)cc1,-4,12,7,1,-6,-21,-12,-11,10,4,10
Cc1nc(NCc2ccco2)c2c(C)c(C)sc2n1,-3,-4,-11,-30,50,-259,-27,29,8,-10,23
Cc1ccccc1CNS(=O)(=O)c1ccccc1[N+](=O)[O-],0,x,5,3,8,-2,-13,-2,5,-2,0
COc1ccccc1-c1nnc2n1N=C(c1ccc(O)c(O)c1)CS2,0,6,9,x,x,-34,8,37,2,9,44
CCc1cc2ccccc2nc1SCC(=O)Nc1cc(C)on1,-2,-13,-26,2,-29,8,-26,-34,4,5,-19
CCNC(=O)C1(C)CCN1CCS(=O)(=O)c1ccc(C)cc1 (stereo not given),-2,x,2,-10,-12,-15,14,-14,2,7,2
Cc1[nH]n(-c2ccc([N+](=O)[O-])cc2)c(=O)c1C=NCCN1CCN(C(=O)c2ccc(F)cc2)CC1,-2,1,0,4,-12,-12,10,-5,0,6,-23
COc1ccc(/C=N/NC(=O)c2cnccn2)c(OC)c1OC,2,-4,16,-30,24,1,-7,-24,-1,5,11
CN(C)CCn1c2c(c(SCC(=O)Nc3ccccc3C(F)(F)F)nc1=O)CCCC2,-1,-7,-27,4,11,8,-2,-2,0,-8,-1
COc1ccccc1OCc1ccc(C(=O)N(C)C)o1,-4,-11,-11,-9,-27,-22,-6,-35,0,-6,-42
COc1cccc(C(=O)C2CCCN(Cc3cccc(-n4cccn4)c3)C2)c1 (stereo not given),-2,-12,10,-27,-13,10,-3,3,-1,-63,3
CCCCCCSC1=C(C#N)C(c2ccccc2)CC(=O)N1 (stereo not given),-2,-11,12,11,11,5,-1,-1,-5,-1,-14
CCc1ccccc1S(=O)(=O)Cc1ccc(C(=O)NCCc2ccccc2)o1,36,5,4,-3,-26,6,16,-34,1,4,-10
COc1ccc(-n2nc(C(=O)NCC(=O)N3CCN(c4ccccc4OC)CC3)c3ccccc3c2=O)c(OC)c1,-5,-2,-29,-40,-20,-38,-24,-55,6,-14,-49
Cc1cc(C(=O)NCCCN2CCN(C3CCCCC3)CC2)n(-c2ccccc2)n1,0,14,15,-2,-6,4,3,7,2,-4,-4
CC(=O)Nc1cccc(Oc2ncnc3scc(-c4ccc(C)cc4)c23)c1,6,-2,7,12,23,0,40,47,5,-5,14
CS(=O)(=O)N(CC(=O)N1CCCCCC1)c1cc(Cl)ccc1Cl,-6,8,-4,-12,-14,6,1,-1,0,1,11
O=C(NN1C(=O)CSC1=S)c1cccnc1,5,x,12,-9,-5,13,1,-22,-10,-18,-19
N#CCCN1CCN(S(=O)(=O)c2ccc(S(=O)(=O)N3CCOCC3)cc2)CC1,2,-4,5,0,-10,-3,-2,-3,-1,2,16
O=C(CCn1nc(-c2ccc(Cl)cc2)c2ccccc2c1=O)Nc1cccnc1,-6,-8,11,21,-7,-1,6,5,7,-7,3
OC(c1ccccc1)C1CN(Cc2ccccc2)CCC1(O)c1ccccc1 (stereo not given),6,-4,-38,-13,-8,2,7,-7,5,8,-29
COc1ccc(C(CNC(=O)COc2cccc(C)c2)N2CCCC2)cc1 (stereo not given),2,-2,15,-1,-28,-8,-19,1,-6,-7,-19
COc1ccc(-c2nc(SCC(=O)N3CCOCC3)n[nH]2)cc1,-3,-4,-12,-7,-19,-4,-7,-33,-4,-1,1
NS(=O)(=O)c1ccc(CCNC(=O)Cc2cccs2)cc1,1,-8,-18,1,1,-38,0,27,-2,-3,-7
CC(C)CCNC(=O)c1onc(CSc2ccc(Cl)cc2)c1C(=O)NCCC(C)C,6,-8,15,10,8,2,-10,-2,-2,-6,-14
CC(C)(C)c1cc(C(=O)NN)n(Cc2ccc(Cl)cc2Cl)n1,-4,2,4,12,-9,-19,9,22,-2,-2,-2
COC(=O)CCC(=O)Nc1cc(S(=O)(=O)Nc2ccc(Cl)cc2)ccc1N1CCOCC1,-2,-6,8,14,12,-3,-4,11,-1,4,-3
Cc1ccc(-c2csc3ncnc(N4CCN(c5ccccc5O)CC4)c23)cc1,6,-21,-5,-2,15,3,29,43,-5,12,-23
COc1ccc(-n2nnnc2SCC(=O)N2CCCC2=O)cc1,-3,-4,2,8,-9,-7,17,-4,-13,-5,-18
Cc1ccc(C)c(N(CC(=O)Nc2cc(Cl)ccc2Oc2ccccc2)S(C)(=O)=O)c1,4,-1,9,11,-17,6,27,-7,2,2,-16

# Structural class: those above with fluorine.
SMILES,Exocytosis inh,TLR9-MyD88 inh,NCOA3 inh,NR2F2 inh,NCOA2 inhibitor,SRC1 inh,TWEAK-Fn14 inh,TROY signal inh,ABHD5-PLIN5 inh,NOD2 RIPK2 PPI,LRH-1 inv ag
Cc1[nH]n(-c2ccc([N+](=O)[O-])cc2)c(=O)c1C=NCCN1CCN(C(=O)c2ccc(F)cc2)CC1,-2,1,0,4,-12,-12,10,-5,0,6,-23
CN(C)CCn1c2c(c(SCC(=O)Nc3ccccc3C(F)(F)F)nc1=O)CCCC2,-1,-7,-27,4,11,8,-2,-2,0,-8,-1

# Next section.
SMILES,Exocytosis inh,TLR9-MyD88 inh,NCOA3 inh,NR2F2 inh,NCOA2 inhibitor,SRC1 inh,TWEAK-Fn14 inh,TROY signal inh,ABHD5-PLIN5 inh,NOD2 RIPK2 PPI,LRH-1 inv ag
O=c1nc(-c2ccccc2)c2cc(SC(F)F)ccc2[nH]1,-3,-8,-14,-9,8,-6,-4,-6,-7,-13,8
Cc1nnc(NC(=O)C2c3ccccc3Oc3ccccc32)s1,-2,-3,19,11,-4,9,21,40,-3,-10,10
CCCCOCCCNC(=O)C[C@@H]1C[C@@]2(C(=O)OC)CCCCC=C2N(CCc2ccc(OC)c(OC)c2)C1=O,-4,x,x,-11,-3,x,x,x,2,-1,7
CCCC(C)NC(=O)c1ccc(F)cc1 (stereo not given),-1,3,3,-4,-25,-6,-2,-32,1,-5,-30
Cc1ccc(NC(=S)NNC(=O)c2ccc(N3CCOCC3)c([N+](=O)[O-])c2)cc1Cl,-1,4,21,-4,-8,5,3,37,-10,4,15
COc1cccc2c1cc1c(=O)n(CC(=O)N3CCN(c4cccc(C)c4C)CC3)nc(C)n12,-1,5,8,-2,-27,10,1,18,-1,3,-11
O=C(Nc1cccc(O)c1)c1cc(-c2ccccc2Cl)on1,20,1,-9,60*,31,-19,77*,51*,-3,-1,-10
CN(C)c1ncnc2c1ncn2C1OC(CO)C(O)C1O (stereo not given),-2,3,4,-20,-19,-5,-1,-77,1,-6,-23
COc1ccc2[nH]c3c(c2c1)[C@@H]1CCN2C(=O)CCC[C@H](C3)[C@H]12,1,4,-7,-25,-4,-3,2,-5,7,-18,-3
COc1ccc(OCC(=O)N2CCN(c3nnc(-c4ccccc4)c4ccccc34)CC2)cc1,0,-6,1,9,-4,-6,7,27,9,0,-2
CCCCn1c(CNC(=O)c2cccs2)nc2ccccc21,2,-7,0,8,-13,10,-31,-8,11,8,-11
CCOC(=O)C1=C(C)N=c2s/c(=C\c3ccc(OCC(=O)O)cc3)c(=O)n2C1c1ccccc1OC (stereo not given),8,-3,-2,4,-42,-46,8,20,-11,-4,-28
O=C(/C=C/c1ccc2c(c1)OCO2)NCCS(=O)(=O)N1CCN(c2ccc(F)cc2)CC1,-6,-3,8,2,7,3,-5,10,-3,3,-4
O=C(NNS(=O)(=O)c1ccccc1[N+](=O)[O-])c1cccc([N+](=O)[O-])c1,-2,-1,-11,3,-8,-2,1,4,-13,8,-12
C/C(=N\NC(=S)NC(C)C)c1ccc2c(c1)OCCO2,3,-7,8,2,-8,7,-15,8,-2,-1,3
CC(C)(C)c1nc2c(Br)cc(Br)cc2c(=O)o1,1,1,20,3,-17,11,4,8,5,-11,-17
COC(=O)c1ccc2c(=O)n3c(nc2c1)SCC(c1ccccc1)=N3,-1,-15,-1,-2,8,-7,-14,-55,11,0,-28
Cc1ccc(SCC(=O)OC(C)C(=O)Nc2ccc(S(N)(=O)=O)cc2)cc1C (stereo not given),-2,2,-10,-25,-27,-2,1,-4,-1,0,8
CN(C)C1=NCCN1CCC1CCCCC1,0,-8,0,-4,-19,7,27,6,-6,-4,12
CCOP(=O)(OCC)c1nc(/C=C/c2ccccc2)oc1NCc1ccc(OC)cc1,-1,-9,-9,11,14,-26,0,9,-6,-12,-21
COC(=O)c1cnc(SCC(=O)c2ccccc2)n1C,-15,8,-111,-15,-52,-86,32,-5,-7,-2,-139
CCc1nc2c(OCCOC)cccn2c1N(C)C(=O)c1ccco1,-2,x,3,-13,15,5,-6,6,-6,-7,-21
CC(=O)c1ccc(N2CCN(C(=O)CCS(=O)(=O)c3ccc(C)cc3)CC2)cc1,0,-16,9,-6,8,-15,2,-9,5,2,-14
Cc1ccc(CC(=O)N2CCN(c3ccccc3F)CC2)cc1,5,0,13,5,-28,-24,-4,-3,3,0,1
O=C(Nc1ccc(C(=O)N2CCCCC2)cc1)C1=CSCCO1,3,3,-37,-50,-54,-90,17,-16,0,-6,-83
O=C(NCc1ccccc1)C1COc2ccccc2O1 (stereo not given),-1,5,-12,-18,-3,-10,-7,-12,-4,0,-15
COc1ccc(NC(=O)c2nc[nH]c2C(=O)N[C@@H](CC(C)C)C(=O)OC(C)(C)C)cc1,8,7,9,-16,6,-5,-18,11,-10,-4,-5
COc1ccc(CC2(C)OC(c3ccncc3)=NN2C(C)=O)cc1 (stereo not given),0,-10,18,10,-16,7,21,2,2,-9,16
O=C(Cc1ccccc1)NCC(=O)OCC(=O)c1ccc(Cl)c([N+](=O)[O-])c1,-1,-10,8,9,10,-9,-3,-3,1,4,11
CCC(=O)Nc1nnc(S(=O)(=O)N2CCCCCC2)s1,-6,1,7,-2,20,2,5,-15,10,-45,16
COc1ccc(NC(=O)C[C@H]2C(=O)N(C3CCCCC3)C[C@@H]2c2ccccc2)cc1,-2,5,-10,0,-34,-1,5,-16,3,6,-10
O=C(Nc1ccccc1C(F)(F)F)c1ccsc1,-10,-14,-7,23,13,-5,1,11,-3,7,12
O=C(Nc1ccc2c(c1)OCCO2)c1ccco1,-3,-2,-48,-14,-28,-76,61*,38,-8,-7,-69
CCO[C@@H]1OC(C(=O)N2CCN(Cc3ccc4c(c3)OCO4)CC2)=C[C@H](c2ccc(C(F)(F)F)cc2)[C@H]1CCCO,-4,1,2,21,-7,-4,19,-8,16,8,14
Cc1cc([N+](=O)[O-])nn1CC(=O)N/N=C/c1ccc(O)cc1O,1,-3,9,-9,8,7,-9,5,1,-10,7
CC1CCN(C(=O)CN(c2ccc(Oc3ccccc3)cc2)S(C)(=O)=O)CC1,0,-2,7,5,24,-13,13,2,-2,-8,7
COc1ccc(-n2c(SCC(=O)Nc3ccccc3)nnc2-c2ccoc2C)cc1,8,3,-6,6,10,-2,-2,-17,1,-3,7
CC(NC(=O)c1cc(S(=O)(=O)N2CCOCC2)ccc1F)c1ccc(-n2ccnc2)cc1 (stereo not given),8,-3,0,8,-3,-19,9,0,6,-3,-11

# Screens from PubChem BioAssay.

# Not all compounds are listed, so the mix of outcomes need not match the whole.
